EPAC1 antagonist = EPAC1 (human) antagonism | EPAC1 GEF assay, Rap1b-BODIPY-GDP exchange fluorescence | Potency, µM (doses to about 115 µM), inactives show at the top dose activity change, negative = inhibition, hits mostly inhibitors | actives 0.14% (n = 360,000) | AID 720709;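 further: potency means the concentration at half of the fitted maximal effect; plate controls were vehicle for no effect and positive control for full effect; nearly all actives have a fitted effect of over 50% in size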
Target sequence (O95398 whole entry, looked up): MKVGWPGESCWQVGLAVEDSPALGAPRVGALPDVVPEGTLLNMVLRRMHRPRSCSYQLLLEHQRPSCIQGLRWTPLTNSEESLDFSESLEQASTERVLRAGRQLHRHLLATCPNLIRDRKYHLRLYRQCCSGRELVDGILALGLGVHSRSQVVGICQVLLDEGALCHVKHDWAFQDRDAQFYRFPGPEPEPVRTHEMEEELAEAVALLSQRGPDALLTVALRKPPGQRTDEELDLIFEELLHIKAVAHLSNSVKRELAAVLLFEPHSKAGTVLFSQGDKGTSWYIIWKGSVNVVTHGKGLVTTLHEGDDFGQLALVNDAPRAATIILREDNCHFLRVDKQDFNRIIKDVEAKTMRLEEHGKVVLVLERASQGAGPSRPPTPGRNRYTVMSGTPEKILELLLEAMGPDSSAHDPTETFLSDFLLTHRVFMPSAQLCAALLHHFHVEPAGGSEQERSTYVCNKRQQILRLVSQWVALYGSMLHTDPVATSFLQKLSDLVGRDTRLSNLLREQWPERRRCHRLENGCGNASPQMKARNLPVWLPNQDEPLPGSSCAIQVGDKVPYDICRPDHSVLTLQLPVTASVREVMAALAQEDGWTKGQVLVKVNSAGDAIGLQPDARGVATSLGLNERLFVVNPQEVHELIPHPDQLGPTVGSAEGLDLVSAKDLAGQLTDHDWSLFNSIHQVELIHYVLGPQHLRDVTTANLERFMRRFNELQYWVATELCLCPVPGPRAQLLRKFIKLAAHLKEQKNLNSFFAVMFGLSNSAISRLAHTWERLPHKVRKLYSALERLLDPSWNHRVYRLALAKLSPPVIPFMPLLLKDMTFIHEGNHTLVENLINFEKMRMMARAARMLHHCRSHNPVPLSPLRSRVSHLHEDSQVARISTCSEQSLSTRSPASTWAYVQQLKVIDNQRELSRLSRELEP
EPAC1 ag = activates human EPAC1 exchange factor. AID 720707. actives 0.073% (n = 360,000). O95398. EPAC1 agonist qHTS, biochemical assay; response scale: 100% = response to 6.5 mM cAMP. Potency, µM (series often up to 154 µM), inactives show top-dose activation, actives largely listed as activators; further: potency means the concentration at half of the fitted maximal effect; nearly all actives have a fitted effect of over 60% in size
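Compounds were pinned as a concentration titration into mixtures of EPAC1 (100 nM), BODIPY-GDP-loaded Rap1B (250 nM) and GDP (50 uM). After 5 min at room temperature, fluorescence was followed for 30 min; activity was scaled to 6.5 mM cAMP.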
PLK1 PBD block = PLK1 (human) polo-box domain binding inhibition; P53350; Plk1 PBD binding of FITC phosphopeptide, fluorescence polarization; Potency, µM, without a hit: max response, negative = inhibition, usual class: inhibitors; actives 2.8% (n = 360,000); AID 720504; further: potency means the concentration at half of the fitted maximal effect; series mostly up to about 57 µM; on the % scale 0 is the no-effect control and ±100 the full control effect; nearly all actives have a fitted effect of over 65% in size
WRN helicase inh = blocks human WRN helicase; Q14191; WRN helicase unwinding, fluorescent forked duplex, kinetic; Potency, µM (top dose mostly 114 µM), inactives show at the top dose activity change, negative = inhibition, usual class: inhibitors; actives 0.46% (n = 360,000); further: potency means the concentration at half of the fitted maximal effect; on the % scale 0 is the no-effect control and ±100 the full control effect; nearly all actives have a fitted effect of over 55% in size
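Screening of the MLSMR collection measured strand separation of a quenched forked DNA duplex (100 nM) by 20 nM WRN with 2 mM ATP, all final. Compounds were preincubated with enzyme 15 min at room temperature.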
MmCpn inh = inhibitors of Methanococcus maripaludis chaperonin (MmCpn) | purified Mm-Cpn ATPase, ADP Transcreener TR-FRET | Potency, µM (titrated, usually from 76.9 µM), for the others: at the highest dose activity, negative = inhibition, usual class: inhibitors | actives 0.031% (n = 330,000) | AID 504842; further: potency means the concentration at half of the fitted maximal effect; on the % scale 0 is the no-effect control and ±100 the full control effect; nearly all actives have a fitted effect of over 80% in size
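Inhibition of chaperonin ATP hydrolysis is measured as reduced ADP production, detected by competitive TR-FRET in which signal falls with ADP. Final enzyme 25 nM and ATP 10 uM, reacted 30 min at 37°C.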
EPAC2 antagonist = blocks human EPAC2 exchange factor; EPAC2 GEF exchange of Rap1B-BODIPY-GDP, fluorescence; Q8WZA2; actives 0.18% (n = 360,000); Potency, µM (titrated, usually from 114 µM), inactives show at the highest dose activity, negative = inhibition, actives largely listed as inhibitors; further: potency means the concentration at half of the fitted maximal effect; on the % scale 0 is the no-effect control and ±100 the full control effect; nearly all actives have a fitted effect of over 45% in size; many of its hits are not listed in these tables
PI5P4Ka inh = PI5P4K alpha (human) kinase inhibition; PI5P4Kalpha enzyme, ADP-Glo luminescence, 60 min; active compounds read low; max response, %; actives 1.2% (n = 330,000); AID 652105; active means max response of -50% or lower; inconclusive means between -30% and -50%; inactive means -30% or higher; further: value at the top dose of about 77 µM; on the % scale 0 is the no-effect control and ±100 the full control effect
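Enzyme plus substrate dispensed, test compounds pinned in, then ATP (5 microM final) added. After 60 min at RT, ADP-Glo reagent 1 for 45 min and reagent 2 for 30 min preceded luminescence imaging.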
CCT chaperon mod = modulators of cytosolic chaperonin (CCT/TRiC) activity; activity change, % (test concentration not listed), hits read low; purified chaperonin ATPase assay, HTRF ADP detection, 30 min; actives 0.3% (n = 360,000); in the data active means activity change below about -30%; further: on the % scale 0 is the no-effect control and ±100 the full control effect
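First, chaperonin was dispensed at 40 nM or 20 nM final depending on batch activity. Next, compounds were pinned at 76 uM and ATP added at 10 uM. After 30 min at 37 °C, ADP detection reagents ran 30 min at ambient temperature.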
* = called active by the depositor; u = inconclusive; x = no result given; [ ] = remark or other dose. Unless noted, the call rests on the fitted dose curve; in most records, active means well fitted curve in the direction sought with a large enough effect; inconclusive means small, poorly fitted or top-dose-only effect, or another doubt; inactive means no such curve, though single readings can be large; an effect the other way counts as inactive or inconclusive. Some of the compounds tested, so the mix of outcomes need not match the whole.

EPAC2 antagonist	PI5P4Ka inh	EPAC1 antagonist	PLK1 PBD block	Molecule	EPAC1 ag	CCT chaperon mod	MmCpn inh	WRN helicase inh
0.9%	6.6	19.0%	-1.0%	O=C(Nc1nccs1)c1ccc(COc2c(F)c(F)cc(F)c2F)cc1	-13.7%	-0.5	-0.9%	5.3%
1.2%	-1.2	-5.1%	-5.7%	CCc1nc(C)cn1S(=O)(=O)c1cc(F)ccc1OC	3.8%	0.2	-1.2%	8.0%
2.3%	x	-0.9%	-7.7%	CCOC(=O)C1Cc2c([nH]c3ccccc23)C(C)N1 (configuration not stated)	-4.8%	-0.4	-3.1%	1.5%
-9.2%	0.7	-16.4%	u	Nc1nc(C2CC2)c(Sc2sc(N)nc2C2CC2)s1	10.1%	-0.6	1.4%	-13.6%
-2.3%	x	-0.3%	-7.1%	CCOc1ccc(CCNC(=O)C2CCN(C(=O)N(C)C)CC2)cc1OCC	3.8%	-0.2	-3.3%	-1.2%
-0.6%	-0.6	-10.3%	-8.0%	O=C(NC1CCCCCC1)C1CCN(S(=O)(=O)c2ccccc2)CC1	-5.5%	-2.7	-0.3%	7.3%
5.9%	x	8.6%	-6.9%	COc1ccc(N(CC(=O)NC2CCCC2)C(=O)Cn2nnc(-c3ccc(C)cc3)n2)cc1OC	8.8%	1.1	-2.2%	2.9%
3.7%	0.5	-1.1%	-3.5%	CCNC(=O)CN(c1ccccc1OC)S(=O)(=O)c1cccs1	7.2%	-1.7	-0.3%	-3.3%
6.3%	-29.1	5.9%	-2.8%	CC(=O)c1ccc(Nc2nc(=O)c3cccnc3s2)cc1	2.1%	-1.5	x	-6.4%
33.5%[activator]	x	-0.6%	-6.4%	CN(CC(=O)NCc1ccncc1)S(=O)(=O)c1ccc(F)cc1	2.6%	-13.9	0.2%	-13.3%
-1.0%	6.3	-7.7%	-4.3%	CC(=O)C[C@@H](O)CC(=O)[C@@H]1OC(=O)[C@@H](C)CCCCc2ccccc21	-7.9%	-2.6	-0.3%	-7.0%
2.6%	-2.0	-14.1%	2.0%	O=C(COC(=O)c1nc(Cl)ccc1Cl)Nc1ccc(Cl)cc1	-0.9%	-2.2	1.1%	4.2%
-4.1%	0.7	-16.0%	-10.6%	O=C1C(=O)N(c2ccccc2)C(c2ccccc2[N+](=O)[O-])/C1=C(\O)c1ccccc1 (configuration not stated)	-4.0%	-0.8	-1.5%	-18.4%
-16.1%	-0.7	-0.2%	-15.6%	CC(=O)c1ccc(NC(=S)NC(=O)Cc2ccc(Cl)cc2)cc1	5.7%	-8.4	0.6%	17.8%
6.0%	-18.1	u	-7.8%	CCc1cccc(CC)c1-n1c(SCC(=O)N2CCCc3ccccc32)nc(O)cc1=O	-4.6%	2.9	-3.8%	-15.7%
14.7%	-10.3	1.0%	-5.6%	CC1=C(C)N(C)[C@H](c2ccccc2Br)[C@H](O)C1=O	-22.0%	0.8	x	-1.8%
-1.2%	-77.9*	-3.0%	-7.8%	Cc1ccc(O)c(N=Nc2ccccc2)n1	-12.4%	-1.8	x	-4.3%
2.1%	-3.9	-22.3%	-14.8%	COc1cccc(OCC(=O)Nc2ccc(OC)c(OC)c2)c1	0.0%	-2.3	0.7%	-2.9%
0.9%	2.2	1.0%	5.0%	Cc1cccc(N2CCN(C(=O)CN3C(=O)NC(C)(C)C3=O)CC2)c1C	-4.5%	-5.4	-0.6%	-0.6%
2.9%	0.5	-8.7%	u	CCCC1=NN2C(=N)/C(=C\c3cc(C)n(Cc4ccccc4)c3C)C(=O)N=C2S1	7.3%	0.9	-4.3%	-5.1%
-0.8%	9.1	-3.3%	-5.1%	Cc1cccc(C)c1NC(=S)N1CCCN(Cc2ccc(F)cc2)C1	17.8%	1.7	-0.6%	-4.6%
17.6%	-5.9	-6.2%	-12.0%	C#CCn1c(=O)c2c(ncn2C)n(C)c1=O	-1.5%	-1.3	x	-1.1%
5.1%	x	2.2%	-10.5%	Cn1c(=O)c2cc(S(=O)(=O)NCCC(=O)N3CC=C(c4ccccc4)CC3)ccc2n(C)c1=O	7.2%	0.7	-0.5%	-0.3%
6.9%	-8.2	15.3%	-9.1%	C=CCN1C(=O)/C(=C2/Sc3ccccc3N2C)SC1=Nc1c(C)n[nH]c1C	-6.3%	-7.2	1.9%	-2.2%
-5.1%	-20.0	-1.5%	6.6%	CC1(C)Cc2c(sc3c2c(=N)n(Cc2ccco2)c(=O)n3CC(=O)Nc2cccc(Cl)c2)CO1	14.1%	1.3	-8.2%	-9.4%
14.2%	-13.3	-18.2%	u	CCOc1ccc(NC(=O)N2CCN(S(C)(=O)=O)CC2)cc1	-10.9%	0.1	-5.4%	3.7%
10.7%	1.6	3.6%	0.9%	COc1ccc(NC(=O)c2ccc(C(=O)c3ccccc3)o2)cc1	-5.7%	-1.1	-0.1%	3.6%
0.3%	2.2	-2.5%	0.7%	O=C1CC(c2ccc(F)cc2)CC(O)=C1C=NCCN1CCN(C(=O)Nc2ccccc2)CC1 (configuration not stated)	6.2%	-1.6	0.0%	3.5%
2.4%	4.0	-16.9%	-6.4%	COc1ccc2c(c1)C(=O)O[C@@H](c1ccccc1)C[C@@H](O)C(=O)CC2	-3.4%	-1.6	x	1.7%
-17.1%	-4.4	-21.0%	-2.2%	O=C1NC[C@H](Cc2ccccc2)N(C[C@H]2CCCN2C[C@H](Cc2ccccc2)N2C[C@H](Cc3ccccc3)N(CCc3ccccc3)C(=O)C2=O)C1=O	-13.7%	1.0	x	4.5%
4.0%	-8.5	-1.3%	-2.8%	Cc1cccc(C)c1NC(=O)CN(C)CC(=O)N(C)CC(=O)Nc1ccccc1Br	-8.2%	-1.1	-0.1%	4.0%
-0.8%	u	-4.1%	29.9µM*	O=C(O)c1ccccc1SC1CC(=O)N(c2cccc3ccccc23)C1=O (configuration not stated)	3.9%	-3.5	-3.2%	u
4.8%	-3.6	2.7%	-5.2%	CC(=O)c1cccc(S(=O)(=O)N2CCC(n3nnc4cc(F)ccc43)CC2)c1	1.2%	-0.5	3.5%	-1.3%
1.0%	9.4	-17.3%	-2.6%	Cn1c(=O)c2[nH]c(SCCN)nc2n(C)c1=S	11.5%	-1.1	x	-8.2%
3.4%	-12.3	5.1%	2.8%	COc1ccc(NC(=O)[C@@H]2CC=C[C@@H]3CCN(C4CCCCC4)C(=O)[C@@H]32)cc1	0.9%	-0.5	x	0.0%
-0.6%	14.6	6.9%	7.5%	COc1ccccc1C=NN=C1c2ccccc2-c2ccccc21	9.2%	-20.4	x	7.5%
-0.4%	1.1	-3.6%	-7.4%	C=CCNC(=S)NCC	7.1%	1.6	-2.0%	3.9%
3.8%	x	3.0%	-2.3%	N#Cc1nc(COc2ccc(Br)cc2)oc1NCCN1CCOCC1	-1.2%	-2.3	-0.5%	2.9%
17.1%	2.0	-2.6%	-1.1%	NC(=O)COc1ccc(NC(=O)OCc2ccccc2)cc1	-3.3%	0.3	0.9%	4.6%
-20.3%	9.1	-5.6%	-1.2%	CCOC(=O)C1=C[C@@H](CC)N(S(=O)(=O)c2ccc(C)cc2)[C@H]1c1cccc(Cl)c1	2.4%	0.6	x	-4.0%
0.4%	-2.8	-21.4%	4.9%	C=CCc1c(C)nc(C)nc1N/N=C/c1ccccc1O	-3.0%	-1.1	3.5%	-9.1%
-2.4%	-4.9	5.0%	-8.4%	O=C(Nc1ccccc1F)NC1CCCCCCC1	-0.3%	-3.7	-26.5%	12.9%
15.4%	-6.6	-20.3%	3.2%	C#CCNc1cc(C)nc2ncnn12	5.9%	2.5	-1.0%	-1.2%
1.2%	x	-1.7%	u	CC1=CC(c2ccc(Cl)cc2)n2nc(NS(=O)(=O)c3ccc(C)cc3)nc2N1 (configuration not stated)	1.9%	-6.6	-2.1%	-8.1%
11.0%	0.4	-4.1%	3.2%	O=C(CCC(=O)n1ncc2ccccc21)NCc1ccc(F)cc1	3.7%	-2.3	-0.1%	-3.3%
-0.8%	-3.4	8.3%	-19.0%	COCCn1c(C)c(C)c(S(=O)(=O)c2ccccc2)c1N	17.3%	0.0	-1.7%	-30.2%
15.3%	x	21.0%	0.6%	COc1ccc(C(=O)c2ccc(OC)c(OC)c2)cc1	-0.7%	2.6	0.4%	6.1%
19.7%[57.1 µM]	1.0	14.1%	3.4%	CCN(CC)CCCNc1cc2n(c(=O)n1)CCc1cc(OC)c(OC)cc1-2	-1.9%	0.5	0.3%	59.9%[activator]
8.2%	-0.1	0.9%	0.9%	CCOC(=O)NN1C(=O)c2ccccc2NC1c1ccc(N(C)C)cc1 (configuration not stated)	3.6%	-0.9	0.8%	3.0%
-10.5%	-25.8	-4.7%	26.7µM*	COc1ccc(-c2noc(CSc3nc(N)cc(=O)[nH]3)n2)cc1	8.9%	-1.3	0.0%	-1.4%
4.3%	-1.8	9.2%	-4.6%	COc1ccc(N(CC(=O)NCc2ccc(C)cc2)S(=O)(=O)c2ccccc2[N+](=O)[O-])c(OC)c1	15.6%	-1.0	-1.3%	-4.3%
0.4%	3.4	-16.1%	3.7%	O=C1CCc2cc(S(=O)(=O)Nc3ccccc3)ccc2N1	-6.2%	0.3	3.0%	4.2%
3.5%	1.2	u	-7.4%	COc1ccc2[nH]c(=O)c(CN(C(=O)c3cccnc3)c3ccc(C)cc3C)cc2c1	4.1%	-0.8	-3.0%	-24.1%
10.2%	4.4	-6.2%	4.2%	CCn1c(CCC(=O)O)nc2cc(S(=O)(=O)N3CCOCC3)ccc21	4.1%	-1.5	-0.4%	-18.3%

Given with values ahead of the structure: 3 of the compounds above.
EPAC2 antagonist,PI5P4Ka inh,EPAC1 antagonist,PLK1 PBD block,EPAC1 ag,CCT chaperon mod,MmCpn inh,WRN helicase inh,SMILES
0.4%,3.4,-16.1%,3.7%,-6.2%,0.3,3.0%,4.2%,O=C1CCc2cc(S(=O)(=O)Nc3ccccc3)ccc2N1
3.5%,1.2,u,-7.4%,4.1%,-0.8,-3.0%,-24.1%,COc1ccc2[nH]c(=O)c(CN(C(=O)c3cccnc3)c3ccc(C)cc3C)cc2c1
10.2%,4.4,-6.2%,4.2%,4.1%,-1.5,-0.4%,-18.3%,CCn1c(CCC(=O)O)nc2cc(S(=O)(=O)N3CCOCC3)ccc21

From PubChem BioAssay
